Abeta rescue – restores growth of yeast expressing A-beta42 peptide; yeast expressing A-beta42, growth rescue, OD600, 48 h; response scale: 0% DMSO, 100% iron-clioquinol control; Potency, µM (series often up to 46.1 µM), for inactives: at the highest dose growth rescue, most hits filed as activators; hit rate 0.063% among 410,000; further: potency means the concentration at half of the fitted maximal effect; nearly all actives have a fitted effect of over 55% in size
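Yeast A-beta toxicity model in growth medium with pinned compounds, 48 h at 30 C; growth read as absorbance at 600 nm. Normalized to FeCl3/clioquinol equimolar mix (positive) and DMSO (negative).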
EPAC1 antagonist – antagonists of human EPAC1; O95398; Potency, µM (series often up to 115 µM), for inactives: at the highest dose activity change, negative = inhibition, hits mostly inhibitors; hit rate 0.14% among 360,000; AID 720709; EPAC1 GEF assay, Rap1b-BODIPY-GDP exchange fluorescence;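 further: potency means the concentration at half of the fitted maximal effect; plate controls were vehicle for no effect and positive control for full effect; nearly all actives have a fitted effect of over 50% in size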
Target sequence (O95398 whole entry, looked up): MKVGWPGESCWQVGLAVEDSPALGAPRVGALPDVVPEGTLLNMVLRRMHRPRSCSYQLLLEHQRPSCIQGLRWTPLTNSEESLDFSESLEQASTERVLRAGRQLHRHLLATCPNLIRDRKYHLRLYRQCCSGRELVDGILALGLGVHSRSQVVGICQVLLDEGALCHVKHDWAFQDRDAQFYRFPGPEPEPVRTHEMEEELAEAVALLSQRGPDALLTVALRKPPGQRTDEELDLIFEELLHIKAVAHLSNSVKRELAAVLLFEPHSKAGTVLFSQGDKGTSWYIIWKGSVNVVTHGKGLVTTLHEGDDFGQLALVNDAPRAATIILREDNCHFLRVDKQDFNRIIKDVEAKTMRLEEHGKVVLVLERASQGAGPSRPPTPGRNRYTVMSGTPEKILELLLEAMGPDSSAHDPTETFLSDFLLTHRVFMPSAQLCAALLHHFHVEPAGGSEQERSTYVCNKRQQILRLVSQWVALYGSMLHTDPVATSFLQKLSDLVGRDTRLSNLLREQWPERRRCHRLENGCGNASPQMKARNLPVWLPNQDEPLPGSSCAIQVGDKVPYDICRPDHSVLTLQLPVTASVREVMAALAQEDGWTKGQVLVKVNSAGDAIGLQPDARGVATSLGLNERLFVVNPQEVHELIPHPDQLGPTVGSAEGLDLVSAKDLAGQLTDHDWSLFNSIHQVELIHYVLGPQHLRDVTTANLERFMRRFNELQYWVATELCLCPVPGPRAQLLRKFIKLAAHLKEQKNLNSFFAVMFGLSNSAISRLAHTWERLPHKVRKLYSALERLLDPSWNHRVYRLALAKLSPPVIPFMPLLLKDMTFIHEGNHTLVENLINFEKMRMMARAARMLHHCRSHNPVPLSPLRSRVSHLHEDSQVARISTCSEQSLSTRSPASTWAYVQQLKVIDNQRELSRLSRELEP
WRN helicase inh – inhibitors of human WRN helicase; Q14191; AID 651768; hit rate 0.46% among 360,000; Potency, µM (highest dose often 114 µM), without a hit: top-dose activity change, negative = inhibition, hits mostly inhibitors; WRN helicase unwinding, fluorescent forked duplex, kinetic; further: potency means the concentration at half of the fitted maximal effect; on the % scale 0 is the no-effect control and ±100 the full control effect; nearly all actives have a fitted effect of over 55% in size
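Fluorescence dequenching readout, ex 525 nm/em 598 nm, kinetic mode: forked duplex DNA (100 nM final) with adjacent fluorophore and quencher unwound by WRN (20 nM final) with 2 mM ATP. Compound preincubation 15 min, room temperature.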
EPAC1 ag – agonists of human EPAC1 | O95398 | Potency, µM (top dose mostly 154 µM), inactives show at the highest dose activation, most hits filed as activators | EPAC1 agonist qHTS, biochemical assay; response scale: 100% = response to 6.5 mM cAMP | hit rate 0.073% among 360,000; further: potency means the concentration at half of the fitted maximal effect; nearly all actives have a fitted effect of over 60% in size
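Compounds were pinned as a concentration titration into mixtures of EPAC1 (100 nM), BODIPY-GDP-loaded Rap1B (250 nM) and GDP (50 uM). After 5 min at room temperature, fluorescence was followed for 30 min; activity was scaled to 6.5 mM cAMP.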
IL-2 act – activates IL-2 in a cell-based reporter assay; IL-2 activation reporter assay, cell-based qHTS; stimulated with anti-CD3/CD4/CD28 beads; in transgenic mouse T cells; activation, % (series mostly up to about 46 µM); hit rate 0.065% among 360,000; AID 652025; in the data active means activation above about 50%; inconclusive means mostly about 30% to 49%; further: 0% is about no effect
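Readout: EGFP and DsRed signals by fluorescent plate cytometry. Unstimulated transgenic mouse T cells received compound 60 min before antibody-bead stimulation, then incubated 18 h at 37 degrees C.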
PLK1 PBD inh – blocks phosphopeptide binding to human PLK1 polo-box domain | P53350 | Plk1 PBD binding of FITC phosphopeptide, fluorescence polarization | Potency, µM, inactives show max response, negative = inhibition, hits mostly inhibitors | hit rate 2.8% among 360,000 | AID 720504; further: potency means the concentration at half of the fitted maximal effect; series mostly up to about 57 µM; on the % scale 0 is the no-effect control and ±100 the full control effect; nearly all actives have a fitted effect of over 65% in size
PI5P4Ka inh – inhibitors of human PI5P4K alpha; max response, %; PI5P4Kalpha enzyme, ADP-Glo luminescence, 60 min; stronger effect = lower value; hit rate 1.2% among 330,000; active means max response of -50% or lower; inconclusive means between -30% and -50%; inactive means -30% or higher; further: value at the top dose of about 77 µM; on the % scale 0 is the no-effect control and ±100 the full control effect
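qHTS, 1536-well: enzyme/substrate mix, compound by pin tool, 5 microM ATP final; RT 60 min; ADP-Glo reagents 1 (45 min) then 2 (30 min); luminescence.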
aSyn yeast inh – inhibitors of alpha-synuclein toxicity in yeast; Yeast expressing alpha-synuclein, growth rescue, BacTiter-Glo, 24 h; Potency, µM (titrated, usually from 46.1 µM), inactives show top-dose growth rescue (activation), most hits filed as activators; hit rate 0.14% among 370,000; AID 652106; further: potency means the concentration at half of the fitted maximal effect; % of control where 0% means no effect; nearly all actives have a fitted effect of over 65% in size
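Rescue of yeast growth: cells expressing toxic alpha-synuclein, induced in galactose at OD600 0.02, incubated with compound 24 h at 30 C. ATP luminescence quantified growth; inhibitors of toxicity appear as activators.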
FUS suppressor – suppressors of FUS proteinopathy in yeast. Potency, µM (series often up to 76.6 µM), without a hit: top-dose growth rescue (activation), actives largely listed as activators. S. cerevisiae FUS-expressing, growth rescue, OD600, 24 h. AID 1347120. hit rate 0.24% among 390,000;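 further: potency means the concentration at half of the fitted maximal effect; plate controls were DMSO vehicle for no effect and reference control for full effect; nearly all actives have a fitted effect of over 55% in size; some results filed as inactive show a strong effect at the top dose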
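S. cerevisiae expressing FUS from galactose induction served as the toxicity model. Growth after 24hr at 30C, read as absorbance at 600 nm, indicates suppression of toxicity; compounds dosed at several concentrations.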
An asterisk follows results filed as active; ? = inconclusive; . = no result given; [ ] = remark or other dose. Unless noted, the call rests on the fitted dose curve; in most records, active means well fitted curve in the direction sought with a large enough effect; inconclusive means small, poorly fitted or top-dose-only effect, or another doubt; inactive means no such curve, though single readings can be large; an effect the other way counts as inactive or inconclusive. Compounds as they come; any-hit rate near 4.1%.

SMILES | Abeta rescue | EPAC1 antagonist | WRN helicase inh | EPAC1 ag | IL-2 act | PLK1 PBD inh | PI5P4Ka inh | aSyn yeast inh | FUS suppressor
O=C(Cc1cccs1)Nc1nc(-c2ccccc2)cs1 | 13% | 6% | -14% | 20% | -2.2 | -4% | . | 2% | 27%
CCN(CCCNS(=O)(=O)c1ccc2c(c1)CCN2C(C)=O)c1cccc(C)c1 | 12% | -27% | -6% | -2% | -3.3 | -12% | -1 | 0% | 3%
O=C(Cc1cccc2ccccc12)NN1C(=O)/C(=C\c2cccnc2)SC1=S | 26% | -17% | -1% | 3% | -0.9 | -11% | 0 | 5% | 31%
COC(=O)C1CC(O)CN1C(=O)Nc1cccc(C(F)(F)F)c1 (stereo not drawn) | -2% | -14% | -4% | -5% | -2.8 | -12% | 6 | -5% | 10%
Cc1ccn2c(NC3CCCCC3)c(-c3cccc(-c4cccc(Cl)c4)c3)nc2c1 | -41%[inhibitor] | -8% | -7% | 1% | -0.5 | -16% | -19 | -50%[inhibitor] | ?
Cc1c(-c2ccco2)[n+](=O)c2c(n1[O-])CCC2 | 5% | 12% | -9% | -1% | -0.5 | -9% | 5 | 5% | 23%
Cc1cc(NC(=O)CSc2nnc(-c3ccc(Br)o3)n2Cc2ccccc2)no1 | 8% | -25% | -3% | -9% | -0.3 | -8% | 0 | 17% | -3%
CC(=O)c1c(C)nc(C)nc1NC(=O)C(C)C | 8% | 1% | 5% | 8% | -3.3 | -13% | -1 | 1% | 5%
CCOc1ccc(OCCCC(=O)NNC(=O)c2ccncc2)cc1 | -7% | 0% | -9% | 8% | -1.5 | -3% | 3 | 0% | 9%
COc1ccc(OC)c(S(=O)(=O)N2CCC(C(=O)NCC3CCCO3)CC2)c1 (stereo not drawn) | 27% | -6% | -3% | -2% | -0.4 | -4% | 3 | 1% | -30%
C[C@H](CO)N1C[C@H](C)[C@@H](CN(C)S(=O)(=O)c2cccs2)Oc2ccc(NS(=O)(=O)c3ccccc3)cc2C1=O | 0% | -23% | 4% | 2% | -0.2 | -2% | -7 | -3% | 39%
COc1ccc(C(=O)Nc2cc(C)nc3ccccc23)cc1OC | 12% | -2% | -2% | 9% | 2.4 | -2% | . | -5% | 26%
O=C(CSc1nnc(NC(=O)c2ccco2)s1)NC1CCCCC1 | -7% | 8% | 5% | 10% | -0.1 | -1% | . | 0% | 20%
OCCC1CN(Cc2ccon2)CCN1Cc1ccc(F)c(F)c1 (stereo not drawn) | 7% | -6% | 8% | 11% | 0.7 | -5% | -8 | -2% | -18%
O=C(CCCNC(=O)c1ccc(Cl)cc1)NCc1ccc(F)cc1 | -2% | -22% | 4% | -20% | -2.5 | 27µM* | -5 | 3% | -4%
O=C(Nc1ccc(Br)cc1)c1cccc(N2C(=O)C3C4C=CC(C4)C3C2=O)c1 (stereo not drawn) | 4% | -17% | -22% | 3% | -4.7 | 3% | -6 | 17% | .
CCC(Sc1nc2ccccc2c(=O)n1CC1CCCO1)C(=O)NCc1cccnc1 (stereo not drawn) | 6% | -2% | 5% | -11% | -0.9 | -9% | -2 | . | 27%
COC(=O)c1ccccc1SC1CC(=O)N(c2ccccc2)C1=O (stereo not drawn) | 5% | 3% | 1% | -1% | -7.8 | -1% | -1 | 5% | .
CCOCCC(=O)Nc1ccc2c(c1)c(=O)n(C)n2-c1ccccc1F | 0% | 6% | -17% | 8% | 0.5 | -3% | -3 | 1% | 6%
Cc1cccc(N(CC(=O)NC2CCCC2)C(=O)c2c(C)noc2C)c1 | 18% | 0% | 3% | 4% | 0.6 | -2% | . | 4% | 24%
CS(=O)(=NS(=O)(=O)c1ccc(Cl)cc1)c1ccccc1 (stereo not drawn) | 4% | 6% | 3% | -4% | -0.2 | 1% | 2 | 1% | -8%
O=C(/C(=C/O)N=Nc1ccccc1)c1ccc(Cl)cc1 | -31%[inhibitor] | 1% | 10%[57.1 µM] | -10% | -0.6 | ? | -18 | -63%[inhibitor] | -7%
COc1cc(SC)ccc1C(=O)OCC(=O)NC1CC1 | -33%[inhibitor] | 5% | -7% | 12% | 2.5 | -24% | -6 | -5% | -17%
CCN1CCN(CC(O)COCC2COc3ccccc3O2)CC1 (stereo not drawn) | -4% | -5% | ? | 2% | -1.8 | -2% | -7 | 2% | -3%
N/C(=N\OC(=O)CCn1cccc(C(F)(F)F)c1=O)c1ccc(Cl)cc1 | 5% | 2% | 4% | 5% | -0.4 | -10% | 8 | ? | 31%
c1ccc(OCCCn2nnc(-c3ccncc3)n2)cc1 | 25% | 16% | 1% | 2% | -0.2 | 1% | . | 0% | 1%
O=C1Cc2ccccc2C(=O)N1Nc1ccccc1 | 0% | -5% | 6% | -2% | 1.5 | -10% | -6 | -5% | .
CCn1c(SCC(=O)Nc2sc(C)c(C)c2C#N)nnc1C1CC1 | 7% | -21% | -2% | 9% | -0.2 | -27% | -2 | 5% | -1%
CCN(CC(=O)NCc1cccs1)C(=O)CCOc1ccccc1C | 12% | -6% | -9% | 0% | 2.5 | -2% | -5 | -1% | -3%
CCOc1cc(S(=O)(=O)N2CCC(C(N)=O)CC2)ccc1F | 15% | -11% | 3% | -2% | -2.4 | 5% | . | -1% | 9%

Profiles, quoted from the list. Screens in order: Abeta rescue, EPAC1 antagonist, WRN helicase inh, EPAC1 ag, IL-2 act, PLK1 PBD inh, PI5P4Ka inh, aSyn yeast inh, FUS suppressor
`O=C(/C(=C/O)N=Nc1ccccc1)c1ccc(Cl)cc1` as listed: -31%[inhibitor], 1%, 10%[57.1 µM], -10%, -0.6, ?, -18, -63%[inhibitor], -7%
`O=C1Cc2ccccc2C(=O)N1Nc1ccccc1` as listed: 0%, -5%, 6%, -2%, 1.5, -10%, -6, -5%, .

Remaining list, next part.
SMILES | Abeta rescue | EPAC1 antagonist | WRN helicase inh | EPAC1 ag | IL-2 act | PLK1 PBD inh | PI5P4Ka inh | aSyn yeast inh | FUS suppressor
CCCNC(=O)C(Cc1ccc(F)cc1)NC(=O)c1ccccc1 (stereo not drawn) | -21% | -13% | -8% | -16% | -1.8 | 2% | 3 | 5% | -20%
O=C(CCCOc1ccc(Cl)cc1Cl)Nc1ncccn1 | -10% | -6% | 1% | 7% | -1.4 | -10% | -3 | 1% | 25%
O=c1cc(CN2CCOCC2)c2ccccc2o1 | -11% | -20% | -9% | -1% | 0.0 | 2% | -4 | -2% | -38%
CN(/N=C/c1ccc(-c2ccc([N+](=O)[O-])cc2)o1)c1ccccc1 | 7% | -9% | -2%[57.1 µM] | -11% | -2.1 | 15% | 10 | 2% | 9%
O=C(Nc1cc2c3c(c1)CC(=O)N3CCC2)C1CC1 | -5% | 2% | 1% | 11% | -0.4 | -3% | 10 | -1% | -3%
CCN1/C(=C/c2sc(-c3ccccc3C)c[n+]2C)Sc2ccccc21 | -71%[inhibitor] | -1% | 23% | -10% | -6.0 | -5% | -5 | -50%[inhibitor] | -11%
O=C(CC1SCCNC1=O)Nc1cccc([N+](=O)[O-])c1 (stereo not drawn) | 5% | -29% | 14% | 4% | 1.0 | -13% | 1 | 1% | -18%
Cc1cccc(NC(=O)CCc2c(C)nc3ncnn3c2C)n1 | 8% | -3% | 1% | 4% | -1.2 | ? | 1 | 1% | -3%
CCOC(=O)c1c(C)noc1-c1ccc(Br)o1 | -3% | -5% | -4% | 0% | 2.4 | 1% | -3 | 0% | -8%
CC(=O)C(Cc1ccccc1)NC(=O)CN1c2cccc3cccc(c23)S1(=O)=O (stereo not drawn) | -3% | -1% | -8% | -4% | -0.1 | -3% | -21 | -3% | .
CCN1CCCC1CNC(=O)c1ccc(N2CCCC2=O)cc1 (stereo not drawn) | 14% | 1% | -1% | 4% | 2.6 | -14% | 1 | -1% | 14%
CC(C)c1ccc(C(=O)CSc2ncn[nH]2)cc1 | 14% | 5% | -9% | -2% | -2.6 | 30µM* | . | ? | 13%
O=C(COC(=O)c1ccccc1Cl)NCCC1=CCCCC1 | -10% | -16% | -13% | 0% | -1.6 | -4% | 0 | 3% | -14%
Cc1ccc(NC(=O)CSc2nc3ccccc3c(=O)[nH]2)cc1[N+](=O)[O-] | -7% | 8% | -19% | 2% | -2.6 | 9% | -4 | 2% | .
COc1ccc(CC(=O)N/N=C(\C)CC(=O)Nc2ccc(N(C)C)cc2)cc1 | -1% | 8% | -3% | 4% | 0.9 | -7% | 2 | 1% | 9%
Cc1ccc(NC(=O)COc2ccc(CCO)cc2-n2nc3ccccc3n2)cc1C | 16% | -4% | -21% | -35%[inhibitor] | 0.0 | -1% | 13 | 6% | ?
O=S(=O)(c1ccc(Cl)nc1)N(Cc1ccccc1)Cc1ccccc1 | 3% | -1% | -9% | 3% | -3.5 | 1% | 2 | 8% | .
COC(=O)Cc1ccc(NC(=S)NCCCO)cc1 | -24% | 10% | -2% | 1% | -0.1 | -10% | 2 | 0% | 9%
O=C(N/C(=C/c1ccc(Cl)cc1)C(=O)N1CCCC1)c1ccccc1 | 15% | -1% | -1% | 5% | 2.4 | -2% | 4 | 1% | 13%
Cc1ccc2c(NC(=O)C3CC3)cccc2n1 | 12% | 12% | 3% | 17% | -0.4 | -1% | 0 | -1% | -26%
CCOC(=O)C(CCc1ccccn1)c1ccccc1 (stereo not drawn) | -3% | -7% | -29% | 4% | 2.0 | -9% | -8 | 1% | 0%
CC(C)=CC(=O)OCC(=O)Nc1ccccc1Cl | -12% | -1% | 5% | -10% | 0.0 | -4% | -4 | 11% | 3%
NNc1nc(-c2ccccc2)cc(-c2ccccc2O)n1 | 25% | -5% | -16% | 19% | 0.8 | -5% | . | 2% | ?
C[C@@H]1CCC(=O)N(CC[C@H](Sc2ccccc2)c2ccccc2)CC1 | 4% | 2% | -2% | 5% | -0.3 | -12% | -4 | 29% | ?
CCN(C)C1CN(Cc2cn(Cc3cc(C)cc(C)c3)nn2)S(=O)(=O)C1 (stereo not drawn) | -4% | -14% | 5% | 22% | -0.1 | -7% | -1 | -6% | -15%
O=C1CCC(C(=O)NCc2cccnc2)N1 (stereo not drawn) | -12% | -10% | 1% | 1% | 0.5 | 30µM* | 3 | -2% | -5%

High-throughput results from PubChem.
